# High-throughput results as filed in PubChem BioAssay.
# cardiac RTF act – increases calcium sensitivity of human cardiac regulated thin filaments; P19429+P45379; IANBD-labeled TnC RTF fluorescence at EC20 calcium; 0% EC20 calcium, 100% full calcium; activation, % at 7.2 µM; 340,000 tested, 0.24% active;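 active means activation above the mean over all tested compounds plus 3 SD, cut at about 30% in these data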;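 further: rise in fluorescence read as greater calcium sensitivity of cardiac thin filaments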
# PfHsp90 set2 – reduces growth (ATP signal) of yeast expressing P. falciparum Hsp90; inhibition, % at 9.4 µM; S. cerevisiae expressing PfHsp90, BacTiter-Glo ATP, 48 h; yeast lacking PDR1 and PDR3 efflux regulators; 310,000 tested, 0.32% active;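 active means every replicate shows inhibition above about 80%, whatever the replicate mean, limit read from the data; inconclusive means mean inhibition reaches the set limit but some replicate falls short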;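 further: 0% = DMSO neutral controls and 100% = 20 µM radicicol positive controls; yeast relying on Plasmodium falciparum Hsp90 in place of its own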
# C-LANA FP – KSHV C-LANA DNA binding inhibition. MBP-C-LANA/FAM-LBS DNA binding, fluorescence polarization. inhibition, % at 9 µM. 340,000 tested, 0.078% active. AID 504423;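 active means highest replicate inhibition at or above 60% at 9 µM, even if other replicates fall short; inactive means all replicates below 60% inhibition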;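 further: 0% = neutral control wells and 100% = 4 µM acridine orange control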
# Mot1-301 SUMO – SUMOylation pathway inhibition by Mot1-301 growth rescue; S. cerevisiae Mot1-301 growth rescue, ATP luminescence, 38.5C; percent above DMSO median, 100 means doubled; growth rescue, % at 18.8 µM; 320,000 tested, 1% active; AID 2716;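 active means every valid replicate shows activation above 250% relative to neutral control wells; inactive means the rest, any valid replicate at or below 250%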;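 further: OY570 slx delta 5 strain wells were the positive control but not used for scaling; some compounds called inactive have numbers as strong as hits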
# Rtt109 Vps75 – blocks Candida albicans Rtt109/Vps75 acetyltransferase activity. Q5AAJ8. purified Rtt109/Vps75, ThioGlo CoA-SH fluorescence, 4 h. inhibition, % at 34.9 µM. 330,000 tested, 0.16% active;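 active means inhibition of at least 50% in every replicate; inconclusive means best replicate reaches 50% inhibition but some replicates fall short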
# dFosB activator – mouse delta FosB homodimer activation. activation, % at 25 µM. purified delta FosB, TAMRA-CDK5 oligo fluorescence polarization; percent of positive-control signal above neutral wells. AID 493131. 340,000 tested, 0.99% active;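 active means mean activation above about 17%, with every replicate also reaching it, limit read from the data, passing the limit was not always enough; inconclusive means only one of the two conditions met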;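 further: fluorescence polarization rise as delta FosB binds a TAMRA Cdk5 AP-1 oligo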
# RTF Ca sens inh – cardiac RTF calcium desensitization. P19429+P45379. IANBD-labeled cardiac RTF, Ca2+ fluorescence. inhibition, % at 7.15 µM. 340,000 tested, 0.12% active. AID 493244;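 active means inhibition above the mean inhibition of all tested compounds plus 3 SD, cut at about 17% in these data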;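 further: assay run at fixed EC70 calcium of 1.6 mM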
# NSD2 HMT inh – blocks human histone methyltransferase NSD2. O96028. 310,000 tested, 0.54% active. inhibition, % at 12.5 µM. NSD2 peptide methylation, AlphaScreen, 120 min; in the data active means inhibition above about 50%
# Target sequence (O96028 whole entry, looked up): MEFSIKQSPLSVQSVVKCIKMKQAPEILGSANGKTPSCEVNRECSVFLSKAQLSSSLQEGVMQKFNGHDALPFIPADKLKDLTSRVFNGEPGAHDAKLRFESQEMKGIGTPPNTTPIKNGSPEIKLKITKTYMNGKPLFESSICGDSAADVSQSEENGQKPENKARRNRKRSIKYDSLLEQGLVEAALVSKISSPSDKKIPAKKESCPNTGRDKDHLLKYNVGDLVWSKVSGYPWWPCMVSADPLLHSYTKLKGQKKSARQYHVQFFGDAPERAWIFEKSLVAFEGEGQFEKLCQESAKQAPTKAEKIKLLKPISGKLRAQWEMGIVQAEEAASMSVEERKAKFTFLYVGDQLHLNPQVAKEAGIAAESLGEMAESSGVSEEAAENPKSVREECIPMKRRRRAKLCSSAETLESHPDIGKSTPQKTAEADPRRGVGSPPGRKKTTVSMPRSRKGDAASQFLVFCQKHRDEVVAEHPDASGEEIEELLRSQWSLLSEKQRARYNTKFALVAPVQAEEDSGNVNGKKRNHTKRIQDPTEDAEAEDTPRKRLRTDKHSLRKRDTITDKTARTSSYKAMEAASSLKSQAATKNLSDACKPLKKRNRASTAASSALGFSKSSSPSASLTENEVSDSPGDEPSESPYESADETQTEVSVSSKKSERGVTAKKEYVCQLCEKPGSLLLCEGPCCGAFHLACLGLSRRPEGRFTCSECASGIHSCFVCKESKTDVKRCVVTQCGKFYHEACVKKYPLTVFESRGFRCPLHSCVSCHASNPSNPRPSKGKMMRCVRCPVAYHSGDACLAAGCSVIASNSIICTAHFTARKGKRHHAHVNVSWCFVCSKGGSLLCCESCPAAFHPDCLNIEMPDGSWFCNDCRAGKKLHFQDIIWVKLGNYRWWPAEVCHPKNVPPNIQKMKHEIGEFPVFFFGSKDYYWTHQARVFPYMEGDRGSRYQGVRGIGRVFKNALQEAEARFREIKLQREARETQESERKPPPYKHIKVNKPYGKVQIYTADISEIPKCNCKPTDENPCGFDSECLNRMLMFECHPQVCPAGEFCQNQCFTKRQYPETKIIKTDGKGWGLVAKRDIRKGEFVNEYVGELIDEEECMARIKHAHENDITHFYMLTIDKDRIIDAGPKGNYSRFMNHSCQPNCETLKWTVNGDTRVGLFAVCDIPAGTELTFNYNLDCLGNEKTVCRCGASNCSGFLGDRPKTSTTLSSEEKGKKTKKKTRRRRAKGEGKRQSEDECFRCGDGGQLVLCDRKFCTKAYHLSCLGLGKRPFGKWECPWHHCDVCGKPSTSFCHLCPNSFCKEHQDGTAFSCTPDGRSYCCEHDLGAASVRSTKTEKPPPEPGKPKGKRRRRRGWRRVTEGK
# PvdQ inh – blocks Pseudomonas aeruginosa PvdQ acylase activity. purified PvdQ acylase, fluorescence plate reader. inhibition, % at 10 µM. 340,000 tested, 0.063% active; in the data active means inhibition above about 30%, passing the limit was not always enough; inconclusive means no clear call, values can overlap the other calls;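 further: 0% = vehicle neutral wells and 100% = reference inhibitor wells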
# CDK5 p35 inh – CDK5/p35 (human) kinase inhibition; Recombinant CDK5/p35, ADP-Glo luminescence, 60 min; 330,000 tested, 0.01% active; inhibition, % at 10 µM; Q00535+Q15078;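 active means highest replicate inhibition of at least 50% and at least 75% of replicates reaching 50%; inconclusive means only one of the two criteria met; inactive means both criteria failed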;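 further: plate controls were DMSO neutral control for no effect and GW8510 at 10 µM for full effect; many of its hits are not listed in these tables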
# Keap1-Nrf2 PPI – inhibitors of human Keap1-Nrf2 protein-protein interaction | inhibition, % at 9.4 µM | Keap1 Kelch-Nrf2 peptide fluorescence polarization, 1536-well | 340,000 tested, 0.15% active | Q14145; in the data active means inhibition above about 12%; inconclusive means no clear call, values can overlap the other calls; inactive means below about 7.3%;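 further: human Keap1 Kelch domain with fluorescein labeled Nrf2 9mer peptide probe; 0% = neutral control wells and 100% = peptide positive control; higher means more block of Keap1 binding to Nrf2 peptide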
# Starred values were filed as active, the others as inactive; ? = inconclusive; . = not tested or not shown.
# Sample of the layout, 2 compounds:
SMILES,cardiac RTF act,PfHsp90 set2,C-LANA FP,Mot1-301 SUMO,Rtt109 Vps75,dFosB activator,RTF Ca sens inh,NSD2 HMT inh,PvdQ inh,CDK5 p35 inh,Keap1-Nrf2 PPI
O=S1(=O)CC=C(CSC(=S)NC2CCS(=O)(=O)C2)C1 (configuration not stated),6,41,-0.6,-9,-28,2,-3,3,-16,-0.1,-16
C#CCSc1nnc(C)c(C)n1,8,-11,1.2,1,-3,2,-6,.,-10,3.0,-6

# This part in full, from the first entry:
SMILES,cardiac RTF act,PfHsp90 set2,C-LANA FP,Mot1-301 SUMO,Rtt109 Vps75,dFosB activator,RTF Ca sens inh,NSD2 HMT inh,PvdQ inh,CDK5 p35 inh,Keap1-Nrf2 PPI
O=S1(=O)CC=C(CSC(=S)NC2CCS(=O)(=O)C2)C1 (configuration not stated),6,41,-0.6,-9,-28,2,-3,3,-16,-0.1,-16
C#CCSc1nnc(C)c(C)n1,8,-11,1.2,1,-3,2,-6,.,-10,3.0,-6
COc1ccc(C(=O)Nc2ccc(S(=O)(=O)N(C)c3ccccc3)cc2)cc1,1,3,0.6,35,15,-5,-10,-2,-9,-0.2,-6
Cc1cccc(N2CCN(C(=O)C3CCN(c4nnc(-n5cccc5)s4)CC3)CC2C)c1 (configuration not stated),-5,6,0.2,-9,14,3,-1,.,11,-0.9,-1
Cc1ccc(S(=O)(=O)N2CCCC(C(=O)NCc3cccnc3)C2)cc1Cl (configuration not stated),-3,13,-1.1,-17,1,2,2,-2,0,1.3,0
Cc1onc(-c2ccccc2Cl)c1C(=O)OCC(=O)Nc1cccc(S(=O)(=O)N2CCOCC2)c1,3,-1,0.0,-1,8,-7,-7,-4,20,-1.2,0
Cc1nn(CCc2nn[nH]n2)c2nc(-c3ccc(C4CCCCC4)cc3)cc(C(F)(F)F)c12,-7,.,6.8,-29,22,-29,3,.,9,-0.8,2
CN(C)C(=O)CCC(=O)N1CCCCC1C(=O)Nc1ccc(Oc2ccccc2F)cc1 (configuration not stated),-4,7,.,5,15,-5,3,1,7,1.5,-1
OCCCNc1ncnc2oc(-c3ccccc3)c(-c3ccccc3)c12,-5,9,0.2,-33,-7,-2,-1,-1,-11,3.8,0
N#Cc1nc(COc2ccccc2)oc1N1CCC(Cc2ccccc2)CC1,-1,-21,-2.2,207,7,-10,-4,5,-2,0.3,-4
O=C1CC(C(=O)N2CCN(S(=O)(=O)c3cccc(F)c3)CC2)CN1Cc1ccccc1Cl (configuration not stated),-5,-3,0.5,23,4,-10,15,3,-7,-0.5,2
CC(C)=CC(=O)Nc1c(C)cc(C)cc1Cl,-3,9,-0.6,5,0,3,-12,-1,-13,-0.1,-7
CN(C)C(=O)c1ccc(-n2nc(C(F)(F)F)c3c2CCCC3)cc1,8,-11,-2.1,.,-4,-1,-5,-2,-4,3.0,-9
COc1ccccc1CN1CC(C(=O)NC2CCCCC2)CC1=O (configuration not stated),-4,8,-0.4,-18,3,-4,-6,-1,-12,0.5,-7
CCCCN1C=C(C(=O)OCC)C(=O)CC1,-1,6,-1.8,.,1,1,-8,.,-6,-0.7,-2
COc1ccc(Cl)cc1NC(=O)N(C)Cc1c(C)nn(C)c1C,2,8,-0.1,6,3,-7,-1,-3,-2,-0.6,-3
COc1ccc(-c2noc(=O)n2Cc2ccc(C#N)cc2)cc1,-4,-23,-0.7,-8,2,4,-8,-3,0,-0.7,-1
Fc1ccc(OCc2nn[nH]n2)c(F)c1,5,-2,1.0,-5,5,-9,-6,-3,-8,0.6,-5
Cc1c(C(=O)N2CCCCC2)c(S(=O)(=O)N2CCN(c3ccc(F)cc3)CC2)c(C)n1C,-4,4,-0.3,-3,8,-11,5,3,9,0.9,-3
COc1ccc(C(=O)/C=C/Nc2ccc(S(=O)(=O)Nc3cccc(C(C)=O)c3)cc2)cc1,4,-38,3.8,53,-8,-1,9,-1,-10,0.1,-1
CCN(C[C@H]1N[C@@](Cc2ccccc2)(C(=O)OC)[C@H]2C(=O)N(C)C(=O)[C@@H]12)C(=O)Nc1ccc(C(F)(F)F)cc1,-5,24,-1.9,-3,5,-17,1,.,-8,1.5,5
O=C(c1cc2ccccc2cc1O)N1CCCC(C(F)(F)F)C1 (configuration not stated),5,-13,0.3,-4,8,-6,-10,0,6,-1.4,2
CC(=O)c1sc(NC(=O)c2cc3c(C)nn(-c4ccccc4)c3s2)nc1C,-2,8,-1.3,.,1,4,3,7,4,0.6,-2
O=C(CNCC1CCCO1)Nc1ccc([N+](=O)[O-])cc1C(=O)Nc1ccccc1F (configuration not stated),5,-10,-0.1,-11,-2,0,4,-2,5,1.1,1
Cc1ccc(/C(N)=N/OC(=O)N2CCOCC2)cc1,-4,10,-0.5,6,2,-8,-4,-6,-5,2.5,3
COc1ccc(N=c2cc(-c3ccc(OC)cc3)oc3ccccc23)cc1,-9,-25,-1.5,155,23,12,-1,4,6,1.5,2
O=c1c2ccccc2nc(SCc2ccc([N+](=O)[O-])cc2)n1-c1ccc(Cl)cc1,-2,9,-0.1,172,-4,-2,-16,39,-5,0.6,-3
Cc1ccc(C)c(NS(=O)(=O)c2ccc(OCC(=O)NCc3ccco3)cc2)c1,2,-8,0.2,-10,-2,-12,5,.,-13,0.7,-5
O=C(O)CN1CCN(Cc2ccccc2F)C1=O,-7,-5,-0.1,34,2,3,-2,0,-1,1.7,3
Cc1ccc(C(=O)NCC(=O)NCC(c2cccs2)N(C)C)cc1C (configuration not stated),3,-9,1.6,119,13,-6,-8,2,1,-1.0,-12

# Already shown: an excerpt of the list.
SMILES,cardiac RTF act,PfHsp90 set2,C-LANA FP,Mot1-301 SUMO,Rtt109 Vps75,dFosB activator,RTF Ca sens inh,NSD2 HMT inh,PvdQ inh,CDK5 p35 inh,Keap1-Nrf2 PPI
O=C(O)CN1CCN(Cc2ccccc2F)C1=O,-7,-5,-0.1,34,2,3,-2,0,-1,1.7,3
Cc1ccc(C(=O)NCC(=O)NCC(c2cccs2)N(C)C)cc1C (configuration not stated),3,-9,1.6,119,13,-6,-8,2,1,-1.0,-12

# Additional entries follow:
SMILES,cardiac RTF act,PfHsp90 set2,C-LANA FP,Mot1-301 SUMO,Rtt109 Vps75,dFosB activator,RTF Ca sens inh,NSD2 HMT inh,PvdQ inh,CDK5 p35 inh,Keap1-Nrf2 PPI
O=C(c1oc(=O)c2ccccc2c1-c1ccccc1)N1CCC(O)CC1,-1,10,-1.0,10,13,-6,-5,.,4,1.8,1
COc1cc(CCC(C)NCc2ccccc2)ccc1O (configuration not stated),-2,44,-0.9,-4,-6,2,-1,12,-7,1.7,5
COc1ccc(OC)c(Nc2nc(NCCCN(C)C)nc(N)c2[N+](=O)[O-])c1,3,0,-2.0,7,4,24*,-3,6,-23,-9.0,2
O=C(NCCc1ccccc1)c1c(F)c(F)c(F)c(F)c1F,0,-21,-2.1,.,-4,3,3,0,-12,-0.8,1
COc1ccc(-c2noc(N3CCC(C(=O)Nc4ccc(F)cc4F)CC3)n2)cc1,13,-18,2.4,-11,4,2,-1,.,3,-0.9,4
COc1ccc2c(CC(=O)N[C@@H](Cc3ccccc3)C(=O)O)cc(=O)oc2c1C,5,23,0.2,4,4,-4,-3,-1,-13,2.3,-6
COc1ccc(S(=O)(=O)N2CCCC2CNC(=O)C(=O)Nc2cccc(F)c2)cc1 (configuration not stated),11,8,-0.8,8,0,-13,-12,-1,-14,-2.4,-9
Cc1cc(C(=O)NC(C)C2CCCO2)cs1 (configuration not stated),13,10,0.2,2,0,-6,2,0,4,-0.8,2
Cc1ccc(NC(=O)NCC2CCN(Cc3cc(C)ccc3Cl)CC2)c(C)c1,4,-5,0.0,-25,-2,4,3,0,-1,-0.5,-6
Cc1ccnc(NC(=O)Nc2ccc(Br)cc2Cl)c1,2,0,0.8,7,-5,2,-13,-1,-5,-0.2,-5
Nc1nonc1-n1nnc(C(=O)N/N=C/c2c(Cl)cccc2Cl)c1CSC1=NCCS1,6,33,0.1,-4,-7,27*,1,-2,-10,-0.8,-8
COc1ccc(NC(=O)CSc2nc3n[nH]c(C)c3c(=N)n2-c2ccc(Cl)c(C)c2)cc1OC,-9,-28,-1.0,7,-4,44*,-1,3,-16,1.5,-5
O=C(Nc1ccn(CCCNCc2ccc3c(c2)OCO3)c(=O)n1)OCc1ccccc1,-5,6,-1.5,.,6,-1,2,.,7,0.5,4
Cc1ccc(C(=O)N/C(=C\c2ccc(-c3cc(Cl)ccc3Cl)o2)C(=O)NCc2cccnc2)cc1,-1,3,-0.1,-10,5,4,1,0,7,-1.0,-7
C=CCSC1=N/C(=C\c2cc(OCC)c(OC(C)=O)c([N+](=O)[O-])c2)C(=O)S1,1,-9,2.4,-13,26,-5,5,10,1,2.2,0
Cc1[nH]c2ccccc2c1CN1CCc2ccccc2C1,1,34,0.4,-8,-2,13,-31,.,-12,2.8,-1
Nc1c(Cl)cc(-c2cn(CCC(=O)O)c(-c3ccc(Cl)nc3)n2)cc1Cl,8,5,-2.6,0,6,-6,-13,.,-12,-1.5,-1
O=C(Cn1ccc(NC(=O)OCc2ccccc2)nc1=O)NCCCn1ccnc1,-8,.,1.0,-8,-1,6,-9,.,-5,-0.3,-2
CC[n+]1c(/C=C/c2c[nH]c3ccccc23)ccc2cc(C)ccc21,.,24,-99,.,84*,12,.,108*,-19,2.7,-200
CC(=O)Nc1ccc(Nc2ncnc3c2nnn3Cc2ccccc2Cl)cc1,-10,2,.,.,?,-1,2,-6,4,-0.8,7
CC(=O)Cc1nsc(NC(=O)c2ccco2)n1,2,-4,0.0,-20,0,6,-3,-1,-9,1.5,-5
Cc1sc2ncnc(SCC(=O)c3cccs3)c2c1C,-3,16,1.4,-4,16,-8,-4,-2,1,0.6,5
O=C(COc1cccc2c1CCN(Cc1ccccc1)C2=O)NCc1ccco1,3,-2,-0.6,-4,0,-8,-9,0,-12,-1.0,2
Cc1ccc(NC(=O)C2CCN(S(=O)(=O)c3ccc(C(C)(C)C)cc3)CC2)cc1S(=O)(=O)N1CCOCC1,1,-19,-1.9,.,5,-1,6,-2,-6,-0.1,-4

# Laid out differently: entries from further up.
# Order of values: cardiac RTF act | PfHsp90 set2 | C-LANA FP | Mot1-301 SUMO | Rtt109 Vps75 | dFosB activator | RTF Ca sens inh | NSD2 HMT inh | PvdQ inh | CDK5 p35 inh | Keap1-Nrf2 PPI
O=C(COc1cccc2c1CCN(Cc1ccccc1)C2=O)NCc1ccco1
    3 | -2 | -0.6 | -4 | 0 | -8 | -9 | 0 | -12 | -1.0 | 2
CC(=O)Cc1nsc(NC(=O)c2ccco2)n1
    2 | -4 | 0.0 | -20 | 0 | 6 | -3 | -1 | -9 | 1.5 | -5
Cc1ccc(NC(=O)C2CCN(S(=O)(=O)c3ccc(C(C)(C)C)cc3)CC2)cc1S(=O)(=O)N1CCOCC1
    1 | -19 | -1.9 | . | 5 | -1 | 6 | -2 | -6 | -0.1 | -4
